MEKK2 mut-MEK5: signal of MEK5 binding to mutant human MEKK2 PB1 domain; bead flow cytometry, Alexa488-MEK5 binding to MEKK2 mutant; percent response, % at 10 µM; actives 0.35% (n = 290,000); AID 1530; in the data active means percent response above about 24%, passing the limit was not always enough; further: inactives centre near 1; some results filed as inactive read as strong as hits
GPR7 antag: human neuropeptides B/W receptor 1 antagonism; inhibition, % at 4.4 µM; GPR7-expressing cells, fluorescence antagonist assay; actives 1.1% (n = 290,000); P48145; in the data active means inhibition above about 16%, passing the limit was not always enough;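 further: cells stimulated with the agonist NPW; 0% = agonist with vehicle and 100% = vehicle without agonist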
Target sequence (P48145 whole entry, looked up): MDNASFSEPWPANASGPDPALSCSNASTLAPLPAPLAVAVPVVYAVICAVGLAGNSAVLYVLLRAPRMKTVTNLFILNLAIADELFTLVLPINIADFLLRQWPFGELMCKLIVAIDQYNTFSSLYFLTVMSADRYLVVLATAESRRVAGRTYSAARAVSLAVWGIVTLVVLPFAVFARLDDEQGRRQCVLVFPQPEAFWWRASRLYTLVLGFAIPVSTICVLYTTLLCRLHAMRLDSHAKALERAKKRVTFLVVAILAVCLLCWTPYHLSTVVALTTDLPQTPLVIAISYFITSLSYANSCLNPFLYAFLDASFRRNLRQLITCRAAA
MEKK2wt PB1 HTS: raises or lowers MEK5 binding to wildtype human MEKK2 PB1 domain | actives 1.1% (n = 290,000) | bead flow cytometry, Alexa488-MEK5 binding to MEKK2 WT; actives lie on both sides | Q9Y2U5 | binding response (% of control), % at 10 µM; in the data active means binding response below about 67% or above about 130%
OXTR agonist: activates the human oxytocin receptor; CHO-OTR cells, Fluo-8 calcium fluorescence; normalized: DMSO 0%, oxytocin 100%; activation, % at 3 µM; actives 0.32% (n = 320,000);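 active means activation above the mean of all tested compounds plus 3 SD, cutoff set per screening run, cut at about 20% in these data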;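 further: peak over basal fluorescence ratio from a 100 s FLIPR kinetic read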
Target sequence (P30559 whole entry, looked up): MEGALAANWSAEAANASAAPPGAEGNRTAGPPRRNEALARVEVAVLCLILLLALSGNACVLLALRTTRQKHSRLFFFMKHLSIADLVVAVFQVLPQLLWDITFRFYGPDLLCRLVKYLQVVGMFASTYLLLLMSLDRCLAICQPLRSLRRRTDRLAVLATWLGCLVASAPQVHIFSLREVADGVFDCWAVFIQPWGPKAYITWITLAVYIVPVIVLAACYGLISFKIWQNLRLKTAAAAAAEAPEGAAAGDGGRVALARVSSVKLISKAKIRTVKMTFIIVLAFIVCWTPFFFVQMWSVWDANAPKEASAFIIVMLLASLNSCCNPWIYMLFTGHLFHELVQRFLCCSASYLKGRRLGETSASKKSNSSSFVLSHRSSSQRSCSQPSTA
OXTR potentiator: potentiates the human oxytocin receptor response; actives 0.061% (n = 320,000); AID 2445; CHO-OTR cells, Fluo-8 calcium fluorescence, potentiator mode; 0% = oxytocin EC15, 100% = EC100; P30559; activation, % at 3 µM;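 active means activation above that plate's cutoff, the mean activation of tested compounds plus 3 SD, cut at about 6.6% in these data, passing the limit was not always enough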;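 further: 100% uses oxytocin at 75 nM as the full agonist control; some results filed as inactive read as strong as hits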
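assay system = CHO-OTR cells, human receptor | schedule = compound 6 min at room temperature before oxytocin, 100 s read | detection = Fluo-8 intracellular calcium fluorescence, ex 470-495, em 515-575 nm | evaluation = normalized max/min fluorescence ratio, % activation | control set = EC15 oxytocin alone as 0%, 75 nM oxytocin (EC100) as 100%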
V1R ag counter: counter-screen for oxytocin receptor agonists: human V1a receptor agonists; P37288; CHO-V1R cells, Fluo-8 calcium fluorescence, agonist mode; 0% DMSO, 100% 3 nM vasopressin; activation, % at 3 µM; actives 0.25% (n = 320,000); AID 2797;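 active means activation above the mean activation of all tested compounds plus 3 SD, per screening run, cut at about 20% in these data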;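 further: signal is peak over basal fluorescence ratio across a 100 second FLIPR read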
NALP1 inh: blocks the NALP1 inflammasome reconstituted in yeast. S. cerevisiae NALP1/ASC/caspase-1 growth, X-gal OD620, 72 h. inhibition, % at 10 µM. actives 0.61% (n = 280,000). AID 2071; in the data active means inhibition mostly above about 24%, no sharp cut-off; inactive means mostly below about 32%; further: some compounds called inactive have numbers as strong as hits
PfM18AAP inh: blocks P. falciparum M18 aspartyl aminopeptidase; recombinant PfM18AAP, H-Glu-NHMec fluorogenic cleavage; inhibition, % at 7.35 µM; actives 1.2% (n = 290,000); AID 1822;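 active means inhibition above the campaign mean inhibition over all tested compounds plus 3 SD, cut at about 28% in these data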;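 further: 0% = plate median of test compound wells and 100% = 2 mM ZnCl2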
GalR3 antagonist: human GalR3 antagonism; AID 651719; HEK293 GalR3-CNG cAMP membrane potential fluorescence; galR3 body fused to GalR1 C-terminus; O60755; actives 0.44% (n = 360,000); inhibition, % at 3 µM;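 active means inhibition above the screen-wide average plus 3 SD, cut at about 13% in these data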;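 further: forskolin and galanin both at EC90 stimulate the cells; cAMP rise reported by CNG channel membrane potential dye signal; 0% = forskolin plus galanin with DMSO and 100% = forskolin alone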
Target sequence (O60755 1-299 limits assumed): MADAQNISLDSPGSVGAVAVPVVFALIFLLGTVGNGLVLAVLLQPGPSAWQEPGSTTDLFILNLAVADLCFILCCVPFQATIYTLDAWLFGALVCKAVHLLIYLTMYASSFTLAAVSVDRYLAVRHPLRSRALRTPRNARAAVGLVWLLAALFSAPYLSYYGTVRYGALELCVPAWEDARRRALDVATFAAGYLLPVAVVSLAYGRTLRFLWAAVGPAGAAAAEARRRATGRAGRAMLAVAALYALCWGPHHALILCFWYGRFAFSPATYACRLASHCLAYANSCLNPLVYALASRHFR
Starred values were filed as active, the others as inactive; · = not tested or not shown; [ ] = dose if it differs, or a comment.

SMILES	MEKK2 mut-MEK5	GPR7 antag	MEKK2wt PB1 HTS	OXTR agonist	OXTR potentiator	V1R ag counter	NALP1 inh	PfM18AAP inh	GalR3 antagonist
COc1ccc([C@@H]2CC=C(C(=O)O)[C@H](c3ccc(F)cc3)N2S(=O)(=O)c2ccc(Cl)cc2)cc1	·	·	·	-0.5	-21.4	0.8	·	·	-7.8
CC(=O)O/N=C/c1c(N2CCOCC2)n(C)c2ccccc12	2.0	-4.6	100.0	-1.2	-1.3	-0.2	28.7*	-30.9	-5.5
C[C@H](CO)N1C[C@H](C)[C@@H](CN(C)CC2CCCCC2)Oc2ccc(NC(=O)Cn3cnnn3)cc2C1=O	·	·	·	1.6	1.8	1.0	·	·	-5.4
Cn1nnc(NC(=O)c2ccc(Br)o2)n1	1.0	-7.1	99.0	0.5	-8.7	0.3	3.2	-6.3	-7.2
Cc1cc(N(C)C)c(C#N)c(N2CCCCC2)n1	4.0	7.1	103.0	-1.8	9.4	0.0	8.1	1.2	-7.6
Cc1cc(C(=O)NNC(=O)c2ccc(Cl)cc2)c2ccccc2n1	·	·	·	-0.3	-4.6	0.7	·	·	-6.3
COc1ccc(OC)c(C2=NOC(C(=O)Nc3ccc4c(c3)OCCO4)C2)c1 (configuration not stated)	8.0	-1.3	106.0	1.4	1.3	3.3	1.1	2.8	-11.7
CCCn1c(=S)[nH]c2cc(C(=O)N3CCc4ccccc43)ccc2c1=O	0.0	-4.1	102.0	0.4	3.5	0.8	-13.0	-2.0	-2.7
COc1ccc(N2CCN(C(=O)c3sc4ncn(CC(=O)N5CCCCC5)c(=O)c4c3C)CC2)cc1	2.0	-2.1	103.0	2.6	-10.4	3.1	7.6	-2.2	5.1
COc1ccc(C2CC(c3cccs3)=NN2c2ccc(C=O)cc2)cc1 (configuration not stated)	-4.0	-2.8	63.0*[inhibitor]	24.5*	-9.5	27.6*	18.1	10.4	7.2
CC(=O)Oc1ccccc1C(=O)OCCN=C1NS(=O)(=O)c2ccccc21	-2.0	-3.7	96.0	1.3	-5.8	6.1	-4.8	-3.2	-6.2
COc1ccc(Cc2nc3ccc(C(=O)NC(C)Cc4ncccc4C)cc3o2)cc1OC (configuration not stated)	7.0	-15.3	111.0	6.2	-7.4	8.6	1.3	-1.9	-3.3
CCn1c(CNC(=O)COc2ccc(C(C)C)cc2)nnc1SCC(=O)NC1CCCCC1C (configuration not stated)	3.0	-3.9	104.0	1.7	4.8	1.1	-65.5	-5.0	-3.9
CC(=O)N1CC=CC1(C)C(=O)NCc1cc(F)cc(C(F)(F)F)c1 (configuration not stated)	1.0	11.1	90.0	-0.2	-1.0	-0.3	15.3	7.5	-1.6
CN(CCc1ccccn1)c1ncnc2[nH]ncc12	-3.0	-8.5	101.0	1.1	9.5	-0.3	28.6	-4.8	-0.2

Rewritten as labelled records: entries from further up.
CCCn1c(=S)[nH]c2cc(C(=O)N3CCc4ccccc43)ccc2c1=O
  MEKK2 mut-MEK5: 0.0
  GPR7 antag: -4.1
  MEKK2wt PB1 HTS: 102.0
  OXTR agonist: 0.4
  OXTR potentiator: 3.5
  V1R ag counter: 0.8
  NALP1 inh: -13.0
  PfM18AAP inh: -2.0
  GalR3 antagonist: -2.7

COc1ccc(N2CCN(C(=O)c3sc4ncn(CC(=O)N5CCCCC5)c(=O)c4c3C)CC2)cc1
  MEKK2 mut-MEK5: 2.0
  GPR7 antag: -2.1
  MEKK2wt PB1 HTS: 103.0
  OXTR agonist: 2.6
  OXTR potentiator: -10.4
  V1R ag counter: 3.1
  NALP1 inh: 7.6
  PfM18AAP inh: -2.2
  GalR3 antagonist: 5.1

Remaining list, next part.
SMILES	MEKK2 mut-MEK5	GPR7 antag	MEKK2wt PB1 HTS	OXTR agonist	OXTR potentiator	V1R ag counter	NALP1 inh	PfM18AAP inh	GalR3 antagonist
CC1CCCC/C1=N\NC(=S)NCCc1ccccc1 (configuration not stated)	-6.0	3.2	90.0	-1.5	-6.7	-1.6	16.1	6.0	-5.4
CCCC(O)(CCC)C(=O)NN(C(=O)OC)c1ccccc1	13.0	5.2	111.0	-1.0	-3.6	-0.3	13.6	0.2	-6.5
CCC(=O)N/N=C/c1ccc(-c2ccc(Cl)cc2)o1	-8.0	-2.9	93.0	-2.4	2.6	-0.2	-4.4	3.6	0.2
COc1ccc(CC(=O)Nc2cccc(-c3nnc(-c4ccco4)o3)c2)cc1	·	-0.3	·	-1.2	-8.7	2.7	0.2	-4.7	0.8
O=C(NCCN1CCCC1)c1ccc(Br)cc1	-1.0	1.6	104.0	0.1	-10.0	0.2	12.5	-1.9	-9.8
O=C(CCSc1ccccc1Cl)Nc1cccc([N+](=O)[O-])c1	-1.0	-3.7	101.0	2.5	-12.2	4.2	17.9	6.5	-3.4
CC(Sc1nc(N)cc(=O)[nH]1)C(=O)NCC(=O)Nc1ccc(F)c(F)c1F (configuration not stated)	·	·	·	0.7	-1.1	0.0	·	·	-3.5
O=C(Cc1cccs1)N1CCN=C1SCc1ccc(F)cc1	-10.0	-9.4	96.0	-0.9	-19.5	-0.5	3.4	0.8	-0.6
CCC(C(=O)NNC(=O)c1cnccn1)c1ccccc1 (configuration not stated)	-4.0	12.9	101.0	1.2	-3.2	1.2	8.5	15.5	-6.0
COc1ccc(S(=O)(=O)NCc2c(-c3ccccc3)noc2C)c(OC)c1	-2.0	-12.4	98.0	0.8	4.8	0.6	-3.5	8.0	-4.0
NC(N)=NS(=O)(=O)c1ccc(NC(=S)NC(=O)/C=C/c2cccs2)cc1	2.0	-11.9	107.0	-0.1	-2.1	0.5	-5.1	4.7	-2.9
CC(C)S(=O)(=O)N1CCCC(C(=O)c2cccc(Cl)c2)C1 (configuration not stated)	0.0	-0.2	98.0	-1.8	-10.2	-0.6	-4.1	-0.6	4.2
CNC1(C(N)=O)CCNCC1	-5.0	-4.0	97.0	-0.6	-7.7	0.2	8.4	6.3	-3.8
COc1ccc(CC(=O)NNS(=O)(=O)c2ccc(F)cc2)cc1OC	-42.0	6.8	99.0	0.5	5.2	-0.6	5.5	-6.1	-7.2
CN(C)CCCC1Sc2ccccc2Sc2ccccc21 (configuration not stated)	·	·	·	6.5	-5.0	3.1	·	·	-3.1

Three compounds out of the list above, ordered by the value under PfM18AAP inh, smallest number first.
molecule | MEKK2 mut-MEK5 | GPR7 antag | MEKK2wt PB1 HTS | NALP1 inh | PfM18AAP inh | GalR3 antagonist
COc1ccc(CC(=O)Nc2cccc(-c3nnc(-c4ccco4)o3)c2)cc1 | · | -0.3 | · | 0.2 | -4.7 | 0.8
CCCC(O)(CCC)C(=O)NN(C(=O)OC)c1ccccc1 | 13.0 | 5.2 | 111.0 | 13.6 | 0.2 | -6.5
O=C(Cc1cccs1)N1CCN=C1SCc1ccc(F)cc1 | -10.0 | -9.4 | 96.0 | 3.4 | 0.8 | -0.6

New compounds follow:
SMILES	MEKK2 mut-MEK5	GPR7 antag	MEKK2wt PB1 HTS	OXTR agonist	OXTR potentiator	V1R ag counter	NALP1 inh	PfM18AAP inh	GalR3 antagonist
CC(=O)Nc1ccc(NC(=O)CC2Nc3cccc4cccc(c34)NC2=O)cc1 (configuration not stated)	·	5.2	·	0.1	5.2	0.1	9.4	32.5*	0.2
Cc1cc2c(cc1S(=O)(=O)CCC(=O)Nc1cccc(C(F)(F)F)c1)OCC(=O)N2	1.0	-11.5	103.0	0.0	-4.3	1.8	22.1	2.3	-7.5
COc1ccc(C(=O)NCCSCc2ccccc2)cc1OC	0.0	-9.9	94.0	-0.7	-7.5	0.5	12.5	-8.0	-4.9
CC12CCC(C(=O)OC3CCCCC3)(OC1=O)C2(C)C (configuration not stated)	5.0	-14.7	104.0	-0.3	-3.7	0.0	6.3	-10.2	-9.8
Cc1ccc(S(=O)(=O)N2CC3(C)CN(S(=O)(=O)c4ccc(C)cc4)CC(C)(C2)C3=O)cc1	4.0	-1.3	102.0	-1.9	-4.6	-1.1	-16.2	-1.8	-3.8
COc1cc(C(C)=O)ccc1COc1ccc(C(=O)OCC(=O)NC2CCS(=O)(=O)C2)cc1OC (configuration not stated)	-2.0	9.4	94.0	1.6	-14.7	1.1	25.5	-14.4	-2.7
CCCCNCc1cc2ccccc2o1	10.0	-5.7	113.0	0.9	-6.6	0.6	-7.7	-1.7	-4.3
CCOC(=O)Nc1ccc(S(=O)(=O)N2CCOCC2)cc1	1.0	-7.8	98.0	0.6	-4.9	0.3	11.9	0.4	0.7
CCCOc1ccc(-c2nnn(CC(=O)c3c[nH]c4ccccc34)n2)cc1	4.0	8.6	99.0	0.9	0.8	1.9	0.8	7.1	-0.7
Cc1cccc(-n2cc(CN3CCN(C(=O)c4ncn[nH]4)CC3)c(-c3cccc(F)c3)n2)c1	-14.0	8.1	73.0	1.4	-1.2	-0.5	8.4	-5.5	-2.1
CC(O)[C@H](NC(=O)C1CCN(C(=O)[C@H](Cc2ccccc2)NC(=O)OC(C)(C)C)CC1)C(=O)O (some centres not stated)	-3.0	20.1	98.0	·	·	·	0.0	-5.4	-9.1
CCc1ccc2[nH]c(=O)c(CN(CCCO)C(=O)NCc3ccccc3)cc2c1	0.0	-6.1	97.0	-1.3	-0.5	-0.2	17.1	2.7	-5.0
O=C(CSc1nnc(-c2ccccc2)o1)OCc1ccccc1	4.0	1.2	102.0	-2.2	-14.8	-0.5	2.3	0.6	-4.5
O=C1CN(C(=O)c2cc([N+](=O)[O-])ccc2Cl)C(c2ccccc2)c2cc(F)ccc2N1 (configuration not stated)	0.0	-6.8	98.0	1.6	-6.7	1.9	29.9	2.9	-3.4
C#CCNC(=O)C1=C[C@@H](C)[C@H](CCCO)[C@@H](OCC)O1	6.0	·	100.0	0.3	-10.0	1.4	·	·	-6.7
Nc1nc(SCC(=O)Nc2c(Br)cc([N+](=O)[O-])cc2Br)n[nH]1	-1.0	-15.1	100.0	-0.6	-5.9	-0.1	20.0	0.4	-5.7
Nc1ccc(C(=O)N2N=C(c3ccccc3)CC2(O)C(F)(F)F)cc1 (configuration not stated)	3.0	-5.9	105.0	·	·	·	1.5	-2.3	-3.2
Cc1ccc(C(=O)N(CN2CCCC2=O)c2ccc(F)cc2)cc1	-7.0	-1.0	94.0	-1.3	-1.0	0.4	10.9	-7.2	-5.2
Cc1ccc(-c2nnn(CC(=O)N3CCN(c4nc5ccccc5s4)CC3)n2)cc1	1.0	-17.2	104.0	-2.7	-9.3	-0.1	16.8	-1.4	3.7
O=C(NCCc1ccc(Cl)cc1)c1ccc(OCC2CCCO2)cc1 (configuration not stated)	-1.0	-7.6	95.0	3.9	-3.6	4.1	0.6	0.4	-10.9
O=C(NCc1ccccc1F)C1CCCN1C(=O)Nc1cccc(F)c1 (configuration not stated)	-2.0	7.8	100.0	0.1	5.9	0.6	-6.4	-7.3	-5.1
Cc1c(N2C(=O)c3ccccc3C2(O)c2ccccc2)c(=O)n(-c2ccccc2)n1C (configuration not stated)	3.0	-11.5	100.0	1.5	-3.4	0.1	·	6.0	-7.2
O=C(CCS(=O)(=O)c1cccc2nsnc12)NC1CCCCCC1	2.0	-7.9	108.0	0.8	-7.3	0.4	7.1	-1.9	-2.1
O=C(Cc1cc(=O)oc2cc(O)ccc12)NC(Cc1ccc(Cl)cc1)C(=O)O (configuration not stated)	-6.0	9.1	96.0	1.6	-9.4	0.0	15.0	-8.2	2.5
COc1cc(/C=C(\NC(C)=O)C(=O)O)cc(OC)c1OC	-2.0	-19.3	96.0	0.1	-1.5	1.1	4.7	0.9	-1.3
